# Wnt act: activates Wnt/beta-catenin signaling in a reporter cell assay; activator, plate reader; activation, % at 9.35 µM; actives 1.2% (n = 300,000); in the data active means activation above about 30%, passing the limit was not always enough;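 further: 0% = neutral control wells and 100% = positive control wells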
# * = called active by the depositor. An excerpt; rates above refer to the full screens.
O=S1(=O)CC(N2CCCC2)CN1Cc1cn(Cc2cccc(Cl)c2)nn1 (centres undefined)
- Wnt act = -3

Cn1cc(Cc2ccc(C(=O)NCc3ccccc3)cn2)c2ccccc21
- Wnt act = -2

CN(CCc1ccccc1)C(c1ccnc2ccccc12)c1nnnn1-c1ccc2c(c1)OCCO2 (centres undefined)
- Wnt act = -2

C=CC[C@]12C[C@@]3(O[C@H](c4ccccn4)N=C3C[C@H](c3ccc(OC)cc3)[C@H]1C)N(C1CCN(Cc3ccccc3)CC1)C2=O
- Wnt act = -3

O=C(Nc1ccc(F)cc1)N[C@H]1CC[C@H](CCNS(=O)(=O)c2cccc(Cl)c2)O[C@@H]1CO
- Wnt act = -3

CC1(c2nc3ccccc3[nH]2)CCC(=O)N1Cc1cccs1 (centres undefined)
- Wnt act = -1

CN1OC[C@@H]2CN[C@H](c3ccc(-n4ccnc4)cc3)C[C@@H]21
- Wnt act = -1

COC(=O)C[C@H]1C=C[C@H](NC(=O)c2cccc(F)c2)[C@@H](CO)O1
- Wnt act = 1

COC(=O)[C@]12C[C@H](CC(=O)NCCCN3CCCC3=O)C(=O)N(Cc3ccccc3)C1=C[C@H](C(C)C)O[C@@H]2C1CC1
- Wnt act = -2

COc1ccc(NC(=O)C2C(c3ccc4c(c3)OCO4)=Nc3ccccc3N2C(=O)c2cccc(C(F)(F)F)c2)cc1 (centres undefined)
- Wnt act = 9

CCCN1C(=O)c2[nH]nc(-c3ccccc3)c2C1c1ccc(F)cc1 (centres undefined)
- Wnt act = -1

O=S1(=O)CC(N2CCN(CC3CC3)CC2)CN1Cc1cn(Cc2ccccc2C(F)(F)F)nn1 (centres undefined)
- Wnt act = -3

Cc1[nH]nc2c1C(c1ccc(F)cc1)N(c1ccccc1)C2=O (centres undefined)
- Wnt act = -1

CCCCCCCCN1C(=O)[C@H](CC(=O)N2CCSCC2)C[C@@]2(C(=O)OC)CCCCC=C12
- Wnt act = -4

Cc1ccccc1C(=O)N1CCC[C@@H]1C(=O)N1CCC[C@H]1C(=O)NCc1ccccc1
- Wnt act = -1

COC(=O)[C@]12C[C@H](CC(=O)NCCCCc3ccccc3)C(=O)N(Cc3ccc4c(c3)OCO4)C1=C[C@H](C(C)(C)C)O[C@@H]2C
- Wnt act = -9

Cc1cccc(C)c1-n1nnnc1C1(C)CCC(=O)N1CCc1ccc(O)cc1 (centres undefined)
- Wnt act = -4

COCCCNC(=O)C[C@@H]1C[C@@]2(C(=O)OC)CCCCC=C2N(Cc2cccc3ccccc23)C1=O
- Wnt act = -3

O=C(Nc1ccc(F)cc1)C(c1ccnc2ccccc12)N1CCN(c2cccc(C(F)(F)F)n2)CC1 (centres undefined)
- Wnt act = -7

Cc1cccnc1C1=NOC(Cc2ccccc2)C(=O)N1Cc1ccc(F)cc1 (centres undefined)
- Wnt act = -8

COC(=O)N1Cc2ccnnc2CC1c1ccccc1Br (centres undefined)
- Wnt act = -2

CC(C)C[C@H]1CN(CCCC[C@@H]2CNC(=O)C(=O)N2CCc2ccccc2)C(=O)C(=O)N1Cc1ccccc1
- Wnt act = 0

COC(=O)C1=CN(c2ccc(C(C)(C)C)cc2)C(N)=C(C#N)C1c1ccccc1F (centres undefined)
- Wnt act = 1

C=Cc1ccc(Cn2c(C)c(C(=O)NCc3cccc(C)c3)sc2=O)cc1
- Wnt act = -6

CC1=C(C(=O)N(C(C)C)C(C)C)CC(CC(=O)NCCCCc2ccccc2)C(=O)N1CCC1=CCCCC1 (centres undefined)
- Wnt act = -1

CCOC(=O)C1CCCN(C(=O)c2ccc3ccccc3c2)CC1 (centres undefined)
- Wnt act = 2

COC(=O)[C@]12C[C@H](CC(=O)N3CCN(C(=O)C4CC4)CC3)C(=O)N(CCC3=CCCCC3)C1=C[C@H](COCc1ccccc1)O[C@@H]2C
- Wnt act = 1

O=C(C1=NOC2(C1)C(=O)Nc1ccccc12)N1CCCC1 (centres undefined)
- Wnt act = -2

COc1ccc(C2CC(=O)C(c3ccc(C(N)=O)cc3)=CN2Cc2ccccc2)cc1 (centres undefined)
- Wnt act = -2

COc1ccc(CNC(=O)[C@@H](Cc2ccccc2)NC(=O)[C@H]2O[C@@H](n3ccc(=O)[nH]c3=O)[C@H](O)[C@@H]2O)cc1
- Wnt act = 1

OC(c1ccccc1)(c1ccccc1)C1CCN(CCCOc2ccc3c(c2)CCCC3)CC1
- Wnt act = -20

CC(C)(C)n1nnnc1C(c1cc2ccccc2o1)N1CCCC1 (centres undefined)
- Wnt act = 0

Cc1ccc(S(=O)(=O)NCc2ccccc2NS(=O)(=O)c2ccc(C)cc2)cc1
- Wnt act = -1

Nc1[nH]c(C(=O)c2ccccc2)c(-c2ccncc2)c1C(=O)NC1CC1
- Wnt act = -2

CC1=C(C(=O)N(C(C)C)C(C)C)CC(CC(=O)NC2CCCCC2)C(=O)N1CCC1=CCCCC1 (centres undefined)
- Wnt act = -3

COC(=O)[C@H](Cc1ccccc1)N1CC(N2CCCC2)CS1(=O)=O (some centres undefined)
- Wnt act = -3

Cc1cc(Br)cn2c(Cc3ccccc3C(F)(F)F)c(-c3ccco3)nc12
- Wnt act = -3

Cc1cc(CNC[C@H]2O[C@@H](n3ccc(=O)[nH]c3=O)[C@H](O)[C@@H]2O)no1
- Wnt act = 0

CC(=O)[C@@]1(O)Cc2c(O)c3c(c(O)c2[C@H](O[C@H]2C[C@H](N)[C@H](O)[C@H](C)O2)C1)C(=O)c1ccccc1C3=O
- Wnt act = 25

CCCN1CCCCC(NC(C)=O)C1=O (centres undefined)
- Wnt act = 2

CC(=O)NCCCNC(=S)NCCCN(Cc1ccc(Cl)cc1)c1ccc(Br)cn1
- Wnt act = 0

CC(C)C[C@@H]1COc2cccc(N3CCC[C@H]3CO)c2S(=O)(=O)N1
- Wnt act = -5

O=C(NCc1ccccn1)[C@@H]1CCCN1C(=O)[C@@H]1CCCN1C(=O)c1cccc2ccccc12
- Wnt act = -2

CCOC(OCC)c1cn(Cc2ccc3c(c2)C(=O)c2ccccc2C3=O)nn1
- Wnt act = 7

Nc1[nH]c(C(=O)c2ccccc2)c(-c2ccc(Cl)cc2)c1C(=O)NCc1ccccc1
- Wnt act = -3

O=C1NC[C@H](Cc2ccc(O)cc2)N(C[C@@H]2CCCN2C[C@H](Cc2ccccc2)N2C[C@H](Cc3ccc(O)cc3)N(CC3CCCCC3)C(=O)C2=O)C1=O
- Wnt act = -3

CCCCCNC(=O)C(c1cccc2ccccc12)n1c(=O)c(-c2ccco2)nc2ccccc21 (centres undefined)
- Wnt act = -3

C=CCCC1CN(Cc2ccc(OC)cc2)S(=O)(=O)c2c(Oc3ccc(C)cc3)cccc2O1 (centres undefined)
- Wnt act = -5

O=C1c2ccccc2S(=O)(=O)c2cc(N3CCC4(CC3)OCCO4)ccc21
- Wnt act = 26

CN(C)c1ccc(CNC(=O)/C=C/[C@H]2O[C@@H](n3cnc4c(NC(=O)c5ccccc5)ncnc43)[C@H](O)[C@@H]2O)cc1
- Wnt act = -6

# Sorted by the number under Wnt act (falling): 6 of the compounds above
Structure,Wnt act
O=C1c2ccccc2S(=O)(=O)c2cc(N3CCC4(CC3)OCCO4)ccc21,26
COc1ccc(NC(=O)C2C(c3ccc4c(c3)OCO4)=Nc3ccccc3N2C(=O)c2cccc(C(F)(F)F)c2)cc1 (centres undefined),9
Cc1cc(CNC[C@H]2O[C@@H](n3ccc(=O)[nH]c3=O)[C@H](O)[C@@H]2O)no1,0
COC(=O)N1Cc2ccnnc2CC1c1ccccc1Br (centres undefined),-2
CCCCCNC(=O)C(c1cccc2ccccc12)n1c(=O)c(-c2ccco2)nc2ccccc21 (centres undefined),-3
Cc1cccc(C)c1-n1nnnc1C1(C)CCC(=O)N1CCc1ccc(O)cc1 (centres undefined),-4

# (continued)
CC(=O)N[C@@H]1C=C[C@@H](CC(=O)NCc2ccc(Cl)cc2)O[C@@H]1CO
- Wnt act = -2

CCCCNC(=O)c1nc(C2CCN(S(=O)(=O)c3ccccc3C(F)(F)F)CC2)oc1-c1ccccc1
- Wnt act = -3

Cc1ccc(N)cc1CN1CCN(c2ncc(Cc3ccccc3)cn2)CC1
- Wnt act = -1

CC1(C(=O)NS(=O)(=O)c2ccccc2OC(F)(F)F)CCN1C(=O)c1ccccc1 (centres undefined)
- Wnt act = -2

Cc1ccc2nc(C(C)(C)C)c(Cc3ccccc3C(F)(F)F)n2c1
- Wnt act = -1

Cc1cc(C)n2c(NC3CCCC3)c(-c3ccc(F)cc3)nc2n1
- Wnt act = -2

CC(C)CNc1cccc2c1S(=O)(=O)N[C@H](C)CO2
- Wnt act = -4

COC(=O)N1Cc2ccnnc2CC1c1ccccc1-c1ccccc1 (centres undefined)
- Wnt act = 1

CCOC(=O)C1=CC[C@@H](c2ccccc2)N(S(=O)(=O)c2ccc(C)cc2)[C@H]1C=C(C)C
- Wnt act = -3

CC(C)c1[nH]nc2c1C(c1cccc(C(F)(F)F)c1)NC2=O (centres undefined)
- Wnt act = 1

O=S1(=O)CC(N2CC=CC2)CN1Cc1ccccc1 (centres undefined)
- Wnt act = -2

COC(=O)C1=CN(c2ccc(N3CCOCC3)cc2)C(N)=C(C#N)C1c1ccc(-c2ccccc2)cc1 (centres undefined)
- Wnt act = -6

Cn1c(SCC(=O)NCc2ccc(F)cc2)nc2c([nH]c3ccccc32)c1=O
- Wnt act = 1

CCOC(=O)C1CCCN(C(=O)c2ccc(C(F)(F)F)nc2C)CC1 (centres undefined)
- Wnt act = -2

C=C1C(=O)CC2=C1[C@](Cc1ccc(F)cc1)(C(=O)OC)N(C(=O)c1ccccc1)C2
- Wnt act = -1

Cc1ccc(-c2nc3c4ccccc4ccn3c2CC2CCCCC2)cc1
- Wnt act = 4

CC(C)(C)S(=O)N1Cc2cc(C(=O)NCc3ccc4c(c3)OCO4)nc(-c3cccc(-c4ccncc4)c3)c2[C@H]1CCO (some centres undefined)
- Wnt act = -1

CCC(C)CN1C(=O)CSCC1(C)C(=O)Nc1c(C)cccc1C (centres undefined)
- Wnt act = -2

O=C(OCC(=O)N1CCN(c2ccccc2)CC1)c1cnc(Cl)c(Cl)c1
- Wnt act = -4

CCCCNC(=O)c1nc(C2CCN(S(=O)(=O)c3ccc(Cl)cc3)CC2)oc1-c1ccccc1
- Wnt act = 0

COc1ccc(CN2C(=O)c3ccccc3C2c2nnnn2C(C)C)cc1OC (centres undefined)
- Wnt act = 4

Oc1ccc(C[C@H]2CN([C@@H](Cc3ccc(O)cc3)CN3CCC[C@@H]3CN3C(=S)NC[C@@H]3Cc3ccccc3)C(=S)N2CC2CCCCCC2)cc1
- Wnt act = -14

COC(=O)[C@]12C[C@H](CC(=O)NCCCCc3ccccc3)C(=O)N(CCC3=CCCCC3)C1=C[C@H](COCc1ccccc1)O[C@@H]2C
- Wnt act = -5

COCCN1C(=O)CSCC1(C)C(=O)NC(C)C (centres undefined)
- Wnt act = 1

OC(c1ccccc1)(c1ccccc1)C1CCN(CCCOc2ccc(-c3ccc(F)cc3F)cc2)CC1
- Wnt act = -27

CC(=O)c1ccc(N2CCN(S(=O)(=O)c3ccc4c(c3)CCC(=O)N4)CC2)cc1
- Wnt act = -3

CCC(c1nnnn1-c1ccc2c(c1)OCCO2)N1CCN(c2ccccc2)CC1 (centres undefined)
- Wnt act = -3

O=C(CC1CC1)N[C@@H]1CC[C@@H](CCNS(=O)(=O)c2ccc(F)cc2)O[C@@H]1CO
- Wnt act = -3

COC(=O)[C@]12CCCCC=C1N(Cc1ccc(Cl)cc1Cl)C(=O)[C@H](CC(=O)NCc1ccc(C)o1)C2
- Wnt act = -2

CCCCNC(=O)C[C@@H]1C[C@@]2(C(=O)OCC)CCC=C2N(Cc2ccc(Cl)cc2Cl)C1=O
- Wnt act = -2

O=C(NCc1ccccc1)C(c1cccc2ccccc12)n1c(=O)c(-c2cc3ccccc3[nH]2)nc2ccccc21 (centres undefined)
- Wnt act = -9

COc1cccc(CNC(=O)[C@@H]2CCCN2C(=O)[C@H]2CCCCN2C(=O)c2cccc(Cl)c2)c1
- Wnt act = -3

Cc1nn(-c2ccccc2)c(-c2ccccc2[N+](=O)[O-])c1CC#N
- Wnt act = -2

COc1ccc(CCNC(=O)c2cc([C@@H](NC(=O)OC(C)(C)C)C(C)C)sc2N)cc1OC
- Wnt act = -2

COc1ccc(S(=O)(=O)N2CCC[C@@H]2C(=O)N2CCC[C@H]2C(=O)NCc2ccncc2)cc1C
- Wnt act = -1

CCCCN(C)C(=O)c1sc(=O)n(Cc2ccc(Cl)c(Cl)c2)c1C
- Wnt act = -6

CCCCCc1c(Cc2ccccc2)ncn1CCc1ccccc1OC
- Wnt act = -10

COC(=O)[C@@]1(Cc2ccc(F)cc2)[C@H]2c3cc(C(=O)N4CCCC4)n(CCc4ccccn4)c3C[C@H]2CN1C(=O)c1ccccc1
- Wnt act = -3

CC(C)(C)NC(=O)C(c1ccncc1)n1c(=O)c(-c2ccco2)nc2ccccc21 (centres undefined)
- Wnt act = 3

CC(C)(C)c1ccc(S(=O)(=O)NC(=O)C2(C)CCN2C(=O)C2(c3ccc(Cl)cc3)CC2)cc1 (centres undefined)
- Wnt act = -1

COC(=O)[C@]12CCCCC=C1N(Cc1cccc3ccccc13)C(=O)[C@H](CC(=O)NCC1CCCCC1)C2
- Wnt act = -5

CCCCC1CC2=C(C(=O)OC(C)(C)O2)C(c2ccc3ccccc3c2)O1 (centres undefined)
- Wnt act = -2

NC(=O)c1c(N)[nH]c(C(=O)c2ccccc2)c1-c1ccccc1Br
- Wnt act = 0

CCOC1=C2[C@@H](CN(S(=O)(=O)c3ccc(C)cc3)[C@H]2c2ccccc2F)[C@H]2C(=O)N(c3ccccc3)C(=O)[C@H]2C1
- Wnt act = -1

CC(C)[C@H](CO)NC(=O)[C@H]1O[C@@H](n2ccc(N)nc2=O)[C@H](O)[C@@H]1O
- Wnt act = -1

COc1ccc(NC(=O)C2(C)Cc3c(-c4cccc(C(N)=O)c4)ccnc3O2)cn1 (centres undefined)
- Wnt act = -1

CC(=O)Nc1c(O)nc(C)[nH]c1=O
- Wnt act = -1

O=C1Nc2ccccc2-n2nnnc2C1N1CCN(CCN2CCOCC2)CC1 (centres undefined)
- Wnt act = 0

CC(C)(C)C1CCN2CCC[C@](c3ccccc3)(C1)C2OCCCO (some centres undefined)
- Wnt act = 4

C[C@@H]1ON(C)[C@H]2C[C@H]3c4[nH]c5c(-c6cccc(F)c6)cccc5c4CCN3C(=O)[C@@H]12
- Wnt act = -1

CCOC(=O)c1ccc(NC(=O)OC[C@@H]2CSCCS(=O)(=O)N2)cc1
- Wnt act = -5
